# Screening data: PubChem BioAssay, National Center for Advancing Translational Sciences (NCATS)
# D2 agonist = HTS Assay for Allosteric Agonists of the Human D2 Dopamine Receptor: Primary Screen for Agonists; HEK293 T-REx D2 cells, calcium flux agonist mode; 340,000 tested, 0.53% active; AID 485358, 2010; activation, % at 2 µM; D(2) dopamine receptor (Homo sapiens), P14416;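 active means activation over 3 SD above normal in the single-dose calcium agonist read, cut at about 30% in these data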; further: 0% is about no effect
# Target sequence (P14416 whole entry, looked up): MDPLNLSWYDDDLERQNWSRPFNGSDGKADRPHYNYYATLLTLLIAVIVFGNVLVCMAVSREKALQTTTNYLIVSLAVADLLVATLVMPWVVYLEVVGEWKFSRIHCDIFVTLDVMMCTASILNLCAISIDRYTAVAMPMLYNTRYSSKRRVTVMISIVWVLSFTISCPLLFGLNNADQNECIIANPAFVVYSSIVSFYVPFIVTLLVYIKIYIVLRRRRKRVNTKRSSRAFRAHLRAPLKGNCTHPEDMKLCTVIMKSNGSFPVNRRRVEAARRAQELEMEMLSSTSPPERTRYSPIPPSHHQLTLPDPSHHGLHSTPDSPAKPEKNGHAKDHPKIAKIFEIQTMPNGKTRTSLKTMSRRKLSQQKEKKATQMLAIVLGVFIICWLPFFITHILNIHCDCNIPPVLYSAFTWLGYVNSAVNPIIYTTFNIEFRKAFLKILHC
#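 HEK293 Trex D2 cells, tetracycline-induced, o/n 30 C 5% CO2; no-wash Ca dye, RT 30–90 min; 10-cycle baseline, 23 nl cpd added, kinetic Ca read 180 s; agonist hits = positive Ca response.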
# TRHR ag = qHTS for Small Molecule Agonists and Allosteric Enhancers of Human TRH Receptor: Primary Screen for Agonists | Thyrotropin-releasing hormone receptor (Homo sapiens), P34981 | TRHR cells, calcium flux fluo-8, FDSS agonist mode | activation, % at 2 µM | 360,000 tested, 0.18% active; in the data active means activation above about 30%; further: 0% is about no effect
# Target sequence (P34981 whole entry, looked up): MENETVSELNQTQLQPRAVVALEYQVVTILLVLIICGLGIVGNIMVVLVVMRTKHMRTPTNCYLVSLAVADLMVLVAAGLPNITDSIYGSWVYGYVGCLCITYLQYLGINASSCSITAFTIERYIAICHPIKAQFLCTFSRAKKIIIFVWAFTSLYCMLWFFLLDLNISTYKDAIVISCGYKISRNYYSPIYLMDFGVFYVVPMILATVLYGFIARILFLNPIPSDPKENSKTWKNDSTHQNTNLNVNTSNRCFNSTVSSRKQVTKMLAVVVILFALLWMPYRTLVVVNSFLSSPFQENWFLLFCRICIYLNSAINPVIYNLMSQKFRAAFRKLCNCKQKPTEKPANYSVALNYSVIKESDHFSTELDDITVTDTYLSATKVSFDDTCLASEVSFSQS
#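 TRHR-expressing cells loaded with fluo-8 calcium dye; 23 nL library compound pin-transferred, kinetic FDSS fluorescence (Ex 480/Em 530) recorded about 180 s for agonist-induced calcium release, before a 10 nM TRH EC20 addition for potentiator mode.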
# rTrxR1 inhibitor = qHTS Assay for Inhibitors of Mammalian Selenoprotein Thioredoxin Reductase 1 (TrxR1): qHTS. Potency, µM (top dose mostly 114 µM), for inactives: at the top dose activity change, negative = inhibition, usual class: inhibitors. recombinant rTrxR1, NADPH fluorescence consumption, selenite substrate. 390,000 tested, 1% active. Thioredoxin reductase 1, cytoplasmic (Rattus norvegicus), O89049; further: potency means the concentration at half of the fitted maximal effect; on the % scale 0 is the no-effect control and ±100 the full control effect; nearly all actives have a fitted effect of over 65% in size
#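 Rat TrxR1 (90 nM in the dispensed reagent) was pre-reduced with 400 uM NADPH for 5 min at room temperature, then incubated with compound for 15 min. After 400 uM selenite was added, NADPH fluorescence (Ex 340/Em 450 nm) was followed for 8 min.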
# PI4K2A inh = qHTS for small molecular inhibitors of PI4K2A. activity change, negative = inhibition, % at 76.9 µM. AID 1346378, 2018. Phosphatidylinositol 4-kinase type 2-alpha (Homo sapiens), Q9BTU6. purified PI4K2A, ADP-Glo luminescence, 1 h; hits give low values. 420,000 tested, 0.13% active; in the data active means activity change below about -50%; inconclusive means mostly about -30% to -49%;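 further: -100% = wells without enzyme as full effect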
#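 PI4K2A activity was measured by ADP-Glo luminescence: enzyme (4 ug/mL stock) and phosphatidylinositol (1.2 mM stock) in Tris pH 7.5/MgCl2/EGTA/Triton X-100 buffer were reacted with ATP (300 microM stock) for one hour at ambient temperature.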
# D2 antagonist = HTS Assay for Allosteric Antagonists of the Human D2 Dopamine Receptor: Primary Screen for Antagonists. D(2) dopamine receptor (Homo sapiens), P14416. HEK293 TREx D2 cells, calcium flux, dopamine EC80. inhibition, % at 10 µM. 340,000 tested, 2% active; in the data active means inhibition above about 30%; further: 0% is about no effect
#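 Inhibition of EC80 dopamine-driven calcium flux, recorded kinetically, defines activity here; cells are a tetracycline-induced HEK293 T-REx line expressing force-coupled D2.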
# TRHR PAM = qHTS for Small Molecule Agonists and Allosteric Enhancers of Human TRH Receptor: Primary Screen for Enhancers; Thyrotropin-releasing hormone receptor (Homo sapiens), P34981; TRHR cells, fluo-8 calcium fluorescence, EC20 TRH enhancement; enhancement, % at 2 µM; 360,000 tested, 0.66% active; AID 493056, 2011; in the data active means enhancement above about 30%; further: 0% is about no effect
#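 Enhancer read-out: after compound pinning and an initial kinetic agonist-mode read, an EC20 of TRH (10 nM final) was injected and fluo-8 calcium signal (Ex 480/Em 530) followed at 1 s/cycle for 100 cycles in TRHR-expressing cells.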
# IDH1 R132H inh = qHTS for Inhibitors of mutant isocitrate dehydrogenase 1 (IDH1): qHTS. IDH1-R132H enzyme, NADPH consumption, diaphorase/resazurin fluorescence. Potency, µM (titrated, usually from 76.6 µM), for inactives: at the top dose activity change, negative = inhibition, most hits filed as inhibitors. 390,000 tested, 0.093% active. AID 602179, 2012; further: potency means the concentration at half of the fitted maximal effect; on the % scale 0 is the no-effect control and ±100 the full control effect; nearly all actives have a fitted effect of over 65% in size
#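 IDH1-R132H (0.5 ug/mL dispensed) in pH 7.5 Tris buffer was preincubated 30 min with compound, then given a substrate mix of 0.016 mM NADPH and 2 mM alpha-KG for 80 min at room temperature; remaining NADPH was read by diaphorase/resazurin fluorescence.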
# USP1 inh = Inhibitors of USP1/UAF1: Primary Screen. 390,000 tested, 0.23% active. Ubiquitin carboxyl-terminal hydrolase 1 (Homo sapiens), O94782. recombinant USP1/UAF1, Ub-Rhodamine cleavage fluorescence. AID 743255, 2014. Potency, µM (titrated, usually from 57.1 µM), inactives show at the highest dose activity change, negative = inhibition, hits mostly inhibitors; further: potency means the concentration at half of the fitted maximal effect; on the % scale 0 is the no-effect control and ±100 the full control effect; nearly all actives have a fitted effect of over 60% in size; inactives centre near -12
#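 In this screen, compounds sit with the deubiquitinase complex (1nM) for 15 min at room temperature before Ub-Rho is added at 150nM final. Fluorescence rise is then followed for 6 reads every 60 seconds.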
# TrxR1 substrate = qHTS Assay for Substrates of Mammalian Selenoprotein Thioredoxin Reductase 1 (TrxR1): qHTS; AID 588456, 2011; purified TrxR1 substrate turnover, NADPH consumption readout; Potency, µM (top dose mostly 114 µM), without a hit: at the top dose activity change, negative = substrate turnover; Thioredoxin reductase 1, cytoplasmic (Rattus norvegicus), O89049; 390,000 tested, 0.01% active; further: potency means the concentration at half of the fitted maximal effect; on the % scale 0 is the no-effect control and ±100 the full control effect; nearly all actives have a fitted effect of over 50% in size
#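 Rat TrxR1, dispensed at 90 nM, was prereduced with 400 uM NADPH (final) for 5 min at ~22 deg C, then incubated with compound 15 min before 400 uM selenite. A first-read NADPH fluorescence drop versus no-compound background flagged substrates.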
# * = called active by the depositor; ? = inconclusive; / = no result given; & = joins results of further samples; [ ] = remark or other dose. Unless noted, the call rests on the fitted dose curve; in most records, active means well fitted inhibition curve with a large enough effect; inconclusive means small, poorly fitted or top-dose-only effect; inactive means no such curve, though single readings can be large or run the other way.
SMILES,D2 agonist,TRHR ag,rTrxR1 inhibitor,PI4K2A inh,D2 antagonist,TRHR PAM,IDH1 R132H inh,USP1 inh,TrxR1 substrate
CCOC(=O)c1cc(NC(=O)Nc2ccc(OC)c(OC)c2)c(C)nc1C,0.0,0.8,5.9%[57.1 µM],-0.3,1.2,12.2,2.6%,-18.6%,6.8%[57.1 µM]
O=Nc1ccc(O)c2ncccc12,0.6,-0.1,-6.5%,-7.8,-3.5,6.7,4.6%,-19.7%,-13.5%
COc1ccc(N2CC(C(=O)Nc3ccccc3-c3nc(-c4ccc(C)cc4)no3)CC2=O)cc1 (stereo not given),0.8,0.3,12.6%,-0.2,/,15.0,-4.5%,-9.2%,2.9%
COc1ccc(CCNC(=S)NC(=O)/C=C/c2ccc(C)cc2)cc1OC,0.0,0.4,20.7%,-1.8,-17.5,-1.0,2.8%,?,8.4%
CC(=O)Nc1cccc(NS(=O)(=O)Cc2ccc(Cl)cc2)c1,0.1,0.5,11.3%,3.3,/,-5.6,2.1%,-13.5%,10.0%
Cc1cccc(NS(=O)(=O)c2c(C)nc3scc(C)n3c2=O)c1,0.9,0.2,2.1%,-0.6,4.2,5.0,2.5%,-11.8%,-5.8%
CC(C)CNC(=S)NNC(=O)c1csc2c1CCC(C)C2 (stereo not given),-1.1,-0.5,4.1%,0.3,-10.6,-0.3,-3.0%,-4.2%,7.1%
COc1ccc(C(=O)Nc2ccc(CN3CCS(=O)(=O)CC3)cc2)cc1,0.8,0.6,22.5%,-0.7,-7.9,2.2,17.5%,-14.8%,3.6%
COc1ccc(OC)c(S(=O)(=O)N/N=C\c2cn(CC(N)=O)c3ccccc23)c1,-0.2,-0.4,-11.4%,-2.3,14.6,-15.9,-3.5%,-4.1%,-6.8%
NC(=O)c1cc([N+](=O)[O-])ccc1NCCN1C(=O)c2ccc(C(=O)O)cc2C1=O,0.3,0.0,-1.1%[57.1 µM],4.0,23.4,0.4,8.4%,-11.5%,-5.5%[57.1 µM]
Nn1c(SCC(=O)Nc2ccc3c(c2)CCC3)nnc1C1CC1,/,/,22.8%,-0.2,/,/,2.0%,-8.8%,7.6%
CC1=C(C(=O)c2ccccc2)C(c2cn(-c3ccccc3)nc2-c2ccc(Cl)cc2)NC(=S)N1 (stereo not given),0.0,0.4,18.4%,-0.8,-7.9,-1.8,3.0%,-15.5%,4.9%
COC(=O)[C@@H](NC(=O)c1ccccc1)[C@@H](C)O,0.2,1.1,29.4%,-1.8,6.5,0.6,14.6%,-24.2%,7.4%
CC1=Nc2ccccc2N=C(NC(=O)CN2CCN(c3ccc(F)cc3)CC2)C1c1ccccc1 (stereo not given),-0.1,-0.4,0.7%[57.1 µM],1.1,3.5,6.1,-5.0%,-20.3%,-0.9%[57.1 µM]
CCOc1ccc(Oc2cc(C)nc(SC)n2)nn1,/,0.2,5.6%[57.1 µM],8.3,/,0.6,-0.7%,-5.8%,3.7%[57.1 µM]
Cc1cc(OCC(=O)Nc2nc3c(s2)CCCC3)cc(C)c1Cl,/,0.3,3.1%,-4.5,/,2.3,-9.7%,-14.9%,-6.9%
O=C(CSc1nnc(NC(=O)C2CCC2)s1)Nc1ccccc1Br,6.1,0.0,12.3%[57.1 µM],-1.7,-20.0,0.1,-2.8%,-18.2%,4.5%[57.1 µM]
COCC(C)n1c(C)cc(C(=O)COC(=O)c2nc3nc(C)cc(C)n3n2)c1C (stereo not given),15.1,0.8,14.6%,-7.9,22.7,-2.2,1.2%,-19.3%,1.5%
CC1CC(C)CN(C(=O)CCCn2c(=S)[nH]c3ccccc3c2=O)C1 (stereo not given),0.5,0.1,-25.0%,2.2,-12.6,2.2,9.1%,-17.8%,-12.4%
Cc1nn(S(=O)(=O)c2cccc([N+](=O)[O-])c2)c(C)c1S(=O)(=O)N1CCOCC1,0.0,0.3,21.9%[57.1 µM],-0.4,-1.4,-3.6,-3.7%,-20.9%,5.6%[57.1 µM]
CCOCCn1c(=NC(=O)CSCC(=O)Nc2cc(C)on2)sc2cc(OC)ccc21,-0.2,-1.3,12.2%,-1.8,-7.3,-3.1,0.0%,-26.4%,1.7%
Cc1ccc(-n2c(CSc3nc(C)cc(C)n3)nnc2SCC(=O)N2CCCC2)cc1,-1.3,-0.2,-8.4%,8.3,0.7,0.8,-0.6%,-15.2%,-7.3%
Cc1sc(NC(=O)CSc2nnnn2C2CCCC2)c(C#N)c1C,1.0,-1.5,9.2%,-2.8,1.4,-5.9,0.1%,-16.9%,8.8%
COc1ccc(C(=O)NCc2ccncc2)cc1S(=O)(=O)N1CCOCC1,0.6,-0.1,-16.9%,4.8,22.8,-4.9,-0.4%,0.9%,-12.3%
CCCN(CCC)C(=O)C(c1ccccc1)C1(O)CCCCC1 (stereo not given),/,/,-9.4%[2.29 µM],2.0,/,/,7.1%,-3.5%,-8.6%[2.29 µM]
O=S1CC/C(=N\O)c2ccccc21 (stereo not given),-0.9,-0.1,-10.8%[57.1 µM],-5.8,5.0,-1.8,-2.7%,5.7%,1.4%[57.1 µM]
CC1Cc2ccccc2N1C(=O)CSc1nnnn1Cc1ccccc1 (stereo not given),0.6,0.0,10.2%,-2.1,15.6,-7.5,3.0%,-4.0%,-7.9%
CC(=O)Nc1ccc(NC(=O)Nc2ccc(C)cc2C)cc1,-0.2,-0.6,1.5%,3.8,19.3,-6.0,10.4%,-18.4%,-9.3%
COc1ccc(NC(=O)CCC(=O)c2ccc(C(C)C)cc2)cc1,1.5,0.6,-12.9%,-5.9,11.2,4.1,6.5%,2.8%,-13.9%
COc1ccc(N2CCN(C(=O)CN3C(=O)NC4(CCCCC4C)C3=O)CC2)cc1 (stereo not given),/,/,22.0%,12.2,/,/,-0.8%,-5.1%,7.3%

# Compounds above containing a thiophene ring, fused or not (two):
SMILES,D2 agonist,TRHR ag,rTrxR1 inhibitor,PI4K2A inh,D2 antagonist,TRHR PAM,IDH1 R132H inh,USP1 inh,TrxR1 substrate
CC(C)CNC(=S)NNC(=O)c1csc2c1CCC(C)C2 (stereo not given),-1.1,-0.5,4.1%,0.3,-10.6,-0.3,-3.0%,-4.2%,7.1%
Cc1sc(NC(=O)CSc2nnnn2C2CCCC2)c(C#N)c1C,1.0,-1.5,9.2%,-2.8,1.4,-5.9,0.1%,-16.9%,8.8%

# Next section:
SMILES,D2 agonist,TRHR ag,rTrxR1 inhibitor,PI4K2A inh,D2 antagonist,TRHR PAM,IDH1 R132H inh,USP1 inh,TrxR1 substrate
COC(=O)c1cn(NC(=O)Cc2cccc(OC)c2)c(=O)c2ccccc12,-0.9,0.2,-14.1%,3.7,16.3,3.2,3.6%,-12.3%,-7.6%
Cc1ccc(OCCOCCn2cnc3ccccc3c2=O)cc1C,0.0,0.5,/,/,-11.3,0.6,/,/,/
O=C(CN1CCN(c2ccccc2O)CC1)Nc1cccnc1Cl,0.1,-1.4,21.6%,-4.0,-14.4,-0.2,3.5%,-18.1%,11.9%
CCCCc1nn2c(C)c(-c3ccc(OCC)cc3)nc2s1,-0.7,1.7,-2.1%,0.5,/,21.4,15.9%,?,-6.7%
COc1ccc(NC(=O)C(Sc2ccccc2)c2ccccc2)c(OC)c1 (stereo not given),-0.4,0.3,11.2%[57.1 µM],-0.9,-3.2,1.9,2.0%,-9.3%,8.3%[57.1 µM]
COc1cc(OC)cc(C(=O)Nc2ccc(S(=O)(=O)Nc3onc(C)c3C)cc2)c1,-0.4,0.1,-1.7%,2.5,/,-0.6,4.9%,-35.5%,-0.3%
COc1cc(OC)nc(Oc2ccc(N)c(C)c2)n1,0.3,-0.8,7.8%[57.1 µM],5.5,10.8,10.2,-2.5%,-8.6%,7.3%[57.1 µM]
Cc1[nH]nc(N=CC2=C(O)CC(C)(C)CC2=O)c1-c1ccccc1,1.2,-0.6,-23.8%&-0.3%,-10.4&-2.8,-8.9,4.6,-3.5%&4.8%,5.0%&-4.1%,-18.9%&-3.5%
CCc1noc(C)c1C(=O)NNC(=O)COc1ccccc1C,0.8,-0.4,15.7%,4.2,24.0,-2.9,-5.7%,-8.9%,1.4%
O=c1oc(-c2ccc(Br)o2)nc2ccccc12,-1.4,0.0,11.0%,13.1,-3.3,-3.2,7.5%,-4.8%,2.4%
N#C/C(=C\c1cccc(Oc2ccccc2)c1)C(=O)N1CCOCC1,-0.3,-0.9,?,33.6,18.6,-2.2,-3.2%,-7.8%,7.2%[57.1 µM]
CCOC(=O)Cn1nc(C)n(-c2ccc(Cl)cc2)c1=O,-0.1,-0.4,41.1%[activator][57.1 µM],-3.2,2.6,0.2,16.3%,-4.4%,13.4%[57.1 µM]
CC(=O)Nc1ccc(Nc2ncnc3c2cnn3-c2cccc(C)c2)cc1,-0.4,13.1,25.3%,0.6,-25.2,0.9,15.1%,-10.9%,18.7%
Cc1ccc(CNC(=O)NCc2ccccc2)cc1,-6.7,-0.9,18.4%,-3.3,-1.6,-2.2,0.4%,-6.8%,6.3%
